Assay outcomes from PubChem BioAssay.
GLS inh – glutaminase GLS (human) inhibition. O94925. GLS enzymatic activity, qHTS titration. Potency, µM (doses to about 45.5 µM), for inactives: at the top dose activity change, negative = inhibition, hits mostly inhibitors. 410,000 compounds, 0.21% hits; note: potency is the fitted concentration of half-maximal effect; % is set by controls: 0 for no effect and ±100 for the full control effect
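Two-point fluorescence kinetic (t0, 30 min RT) for hKGA; glutamate detected via glutamate oxidase–HRP–Amplex Red. Substrate: 1 mM L-glutamine solution; buffer 45 mM KH2PO4, pH 8.2.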
USP1-UAF1 inh – inhibitors of human USP1/UAF1 deubiquitinase; O94782; recombinant USP1/UAF1, Ub-Rhodamine cleavage fluorescence; Potency, µM (doses to about 57.1 µM), for inactives: at the top dose activity change, negative = inhibition, actives largely listed as inhibitors; 390,000 compounds, 0.23% hits; note: potency is the fitted concentration of half-maximal effect; % is set by controls: 0 for no effect and ±100 for the full control effect; nearly all actives have a fitted effect of over 60% in size; inactives centre near -12
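USP1/UAF1 complex at 1 nM was preincubated with compound for 15 min at room temperature, then Ub-Rho substrate (150nM final) was added. Fluorescence (480/540 nm) was read kinetically, 6 reads every 60 seconds.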
mIDH1 inhibitor – blocks human mutant IDH1 R132H enzyme; IDH1-R132H enzyme, NADPH consumption, diaphorase/resazurin fluorescence; Potency, µM (top dose mostly 76.6 µM), inactives show at the highest dose activity change, negative = inhibition, actives largely listed as inhibitors; 390,000 compounds, 0.093% hits; note: potency is the fitted concentration of half-maximal effect; % is set by controls: 0 for no effect and ±100 for the full control effect; nearly all actives have a fitted effect of over 65% in size
Target sequence (O75874 whole entry R132H, stated change not applied): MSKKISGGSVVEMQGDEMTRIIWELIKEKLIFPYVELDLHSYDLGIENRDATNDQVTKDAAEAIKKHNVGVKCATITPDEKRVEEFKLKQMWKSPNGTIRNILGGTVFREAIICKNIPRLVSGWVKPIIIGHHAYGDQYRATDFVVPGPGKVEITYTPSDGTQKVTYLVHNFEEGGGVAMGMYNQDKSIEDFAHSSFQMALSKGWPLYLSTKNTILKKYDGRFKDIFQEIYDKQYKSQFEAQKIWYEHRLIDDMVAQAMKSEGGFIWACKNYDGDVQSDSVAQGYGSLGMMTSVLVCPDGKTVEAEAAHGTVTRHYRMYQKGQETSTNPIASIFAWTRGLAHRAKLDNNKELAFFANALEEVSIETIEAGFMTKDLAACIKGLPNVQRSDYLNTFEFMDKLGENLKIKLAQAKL
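IDH1-R132H (0.5 ug/mL) preincubated 30 min with compound, then NADPH (0.016 mM) and alpha-KG (2 mM) added; 80 min at RT, pH 7.5. Remaining NADPH coupled via diaphorase/resazurin to fluorescence (540/590 nm); concentration-response curves normalized to no-enzyme control.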
Tb PGK inh – blocks T. brucei phosphoglycerate kinase. P07378. PGK/GAPDH coupled, Kinase-Glo luminescence, 60 min. Potency, µM (titrated, usually from 57.5 µM), inactives show top-dose activity change, negative = inhibition, most hits filed as inhibitors. 380,000 compounds, 0.043% hits. AID 602233; note: potency is the fitted concentration of half-maximal effect; % is set by controls: 0 for no effect and ±100 for the full control effect; nearly all actives have a fitted effect of over 60% in size
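Recombinant glycosomal PGK reaction used 1,3-bisphosphoglycerate generated in-well by GAPDH (100nM final) in 100mM TEA pH 7.6, 5mM MgCl2, 0.01% Tween-20. After 60 minutes at room temperature, ATP was read by Kinase-Glo Plus luminescence end-point.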
HP1b binding inh – HP1-beta chromodomain-methylated histone interaction inhibition; 390,000 compounds, 0.56% hits; P83916; Potency, µM (top dose mostly 114 µM), for inactives: at the top dose activity change, negative = inhibition, usual class: inhibitors; AlphaScreen HP1-beta / biotin-H3K9me3 peptide binding; note: potency is the fitted concentration of half-maximal effect; nearly all actives have a fitted effect of over 70% in size; inactives centre near 23
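Compound inhibition of the preformed complex between 50 nM HP1-beta and 50 nM biotinylated H3K9me3 peptide was read by AlphaScreen. Buffer was PBS pH 7.4 with 0.01% Tween-20. Incubations ran 30 min at room temperature, with 10 ug/mL donor/acceptor beads.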
TrxR1 substrate – is turned over as a substrate by rat TrxR1 | 390,000 compounds, 0.01% hits | Potency, µM (titrated, usually from 114 µM), for inactives: at the highest dose activity change, negative = substrate turnover | purified TrxR1 substrate turnover, NADPH consumption readout | AID 588456 | O89049; note: potency is the fitted concentration of half-maximal effect; % is set by controls: 0 for no effect and ±100 for the full control effect; nearly all actives have a fitted effect of over 50% in size
Target sequence (O89049 whole entry, looked up): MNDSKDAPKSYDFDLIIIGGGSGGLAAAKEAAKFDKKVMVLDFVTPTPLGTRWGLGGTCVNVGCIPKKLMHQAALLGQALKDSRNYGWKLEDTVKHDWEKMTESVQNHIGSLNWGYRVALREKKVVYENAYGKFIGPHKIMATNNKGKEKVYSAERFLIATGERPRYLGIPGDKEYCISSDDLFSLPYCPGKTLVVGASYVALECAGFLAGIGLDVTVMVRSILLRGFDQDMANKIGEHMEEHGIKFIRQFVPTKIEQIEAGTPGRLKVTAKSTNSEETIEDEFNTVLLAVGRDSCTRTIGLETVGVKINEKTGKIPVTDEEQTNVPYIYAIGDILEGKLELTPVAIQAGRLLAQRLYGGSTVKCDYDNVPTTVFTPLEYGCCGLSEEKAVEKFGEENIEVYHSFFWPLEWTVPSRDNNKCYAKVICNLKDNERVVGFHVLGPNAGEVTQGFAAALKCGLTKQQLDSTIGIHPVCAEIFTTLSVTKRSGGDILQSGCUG
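Rat TrxR1, dispensed at 90 nM, was prereduced with 400 uM NADPH (final) for 5 min at ~22 deg C, then incubated with compound 15 min before 400 uM selenite. A first-read NADPH fluorescence drop versus no-compound background flagged substrates.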
Pin1 inhibitor – human Pin1 inhibition. Q13526. Pin1 FP peptide displacement, HiFluor488, 10 min. Potency, µM (highest dose often 115 µM), for the others: at the top dose activity, negative = inhibition, usual class: inhibitors. 390,000 compounds, 0.009% hits. AID 504891; active = well fitted inhibition curve with a large enough effect in the polarisation, with a control signal flat, not every such curve was filed as active; inconclusive = small, poorly fitted or top-dose-only effect, or effect the other way, or a change in a side signal; inactive = no such curve, though single readings can be large or run the other way; the % refers to the polarisation; note: potency is the fitted concentration of half-maximal effect; % is set by controls: 0 for no effect and ±100 for the full control effect
Target sequence (Q13526 whole entry, looked up): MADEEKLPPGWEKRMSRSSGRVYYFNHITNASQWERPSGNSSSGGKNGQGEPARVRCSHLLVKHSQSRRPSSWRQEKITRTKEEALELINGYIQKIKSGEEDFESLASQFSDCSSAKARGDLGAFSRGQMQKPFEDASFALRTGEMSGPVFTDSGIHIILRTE
TrxR1 inh – inhibitors of rat thioredoxin reductase 1 | Potency, µM (doses to about 114 µM), inactives show at the highest dose activity change, negative = inhibition, hits mostly inhibitors | O89049 | recombinant rTrxR1, NADPH fluorescence consumption, selenite substrate | 390,000 compounds, 1% hits; note: potency is the fitted concentration of half-maximal effect; % is set by controls: 0 for no effect and ±100 for the full control effect; nearly all actives have a fitted effect of over 65% in size
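Rat TrxR1 (90 nM in the dispensed reagent) was pre-reduced with 400 uM NADPH for 5 min at room temperature, then incubated with compound for 15 min. After 400 uM selenite was added, NADPH fluorescence (Ex 340/Em 450 nm) was followed for 8 min.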
PI4K2A inh – inhibitors of human PI4K2A | activity change, negative = inhibition, % at 76.9 µM | Q9BTU6 | 420,000 compounds, 0.13% hits | AID 1346378 | purified PI4K2A, ADP-Glo luminescence, 1 h; stronger effect = lower value; in the data active = activity change below about -50%; inconclusive = mostly about -30% to -49%;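 note: -100% = wells without enzyme as full effect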
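ADP-Glo luminescence measured ADP generated by PI4K2A enzyme (4 ug/mL before mixing) with 1.2 mM PI substrate (pre-mix) and 300 microM ATP (pre-mix). Tris pH7.5 buffer with MgCl2, Triton X-100; 1 h reaction at ambient temperature.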
The depositor's hits bear a star; i = inactive; ? = inconclusive; . = no result given; & = joins results of further samples; [ ] = dose if it differs, or a comment. Unless noted, calls come from the whole dose curve; as a rule, active = well fitted curve in the direction sought with a large enough effect; inconclusive = small, poorly fitted or top-dose-only effect, or another doubt; inactive = no such curve, though single readings can be large; an effect the other way counts as inactive or inconclusive.

Compound	GLS inh	USP1-UAF1 inh	mIDH1 inhibitor	Tb PGK inh	HP1b binding inh	TrxR1 substrate	Pin1 inhibitor	TrxR1 inh	PI4K2A inh
CCOc1ccc(NC(=O)N2C[C@H]3C[C@@H](C2)c2cccc(=O)n2C3)cc1	12%	-8%	-8%	1%	12%	-1%	1%	-4%	1
COc1ccccc1C1Nc2ccccc2-n2c(-c3ccccc3)c3c(=O)n(C)c(=O)n(C)c3c21 (stereo not drawn)	4%	?	-12%	0%	50%[activator]	-9%	-2%	3%	-2
O=C(c1ccco1)c1cn(Cc2ccc(Cl)cc2)c2ccccc12	5%	-29%	0%	-3%	17%	-2%	26%	-11%	9
c1ccc2c(CCNCc3ccc4c(c3)OCO4)c[nH]c2c1	19%	-13%	2%	-4%	4%	5%	2%	4%	3
O=C(c1ccc(C(F)(F)F)cc1)C1CCCN(Cc2ccncc2)C1 (stereo not drawn)	36%[activator]	-14%	0%	-4%	9%	6%[57.1 µM]	-8%	21%[57.1 µM]	4
Cc1cccc(-c2nc3ccc(C(=O)N4CCC5(CC4)OCCO5)cc3nc2-c2cccc(C)c2)c1	-2%	-23%	8%	-6%	2%	39%[activator]	-1%	29%	-2
COc1cccc(NC(=O)C2CCN(S(=O)(=O)c3cc(-c4noc(C)n4)ccc3C)CC2)c1	-10%	-8%	10%	-2%	34%	-7%[57.1 µM]	?	6%[57.1 µM]	-3
CCc1cccc2c(C#N)cn(CC(=O)N3CCOCC3)c12	-10%	-12%	5%	-5%	25%	15%	-3%	22%	-15
CSc1ccc(C(=O)C2CCCN(CCCn3cccn3)C2)cc1 (stereo not drawn)	1%	-12%	-1%	-9%	11%	13%[57.1 µM]	?	17%[57.1 µM]	1
CC(C)N1CCN(c2ccc(O)cc2)CC1	?	-25%	3%	0%	?	5%	3%	-17%	-7
Cc1cccc(N2CCC3(CC2)C(=O)NC(=O)NC3=O)c1	18%	-18%	-2%	-6%	11%	-10%	-2%	-14%	-5
COc1cccc(CNCCc2ccc(F)cc2)c1	-3%	-25%	-8%	4%	4%	2%	1%	1%	3
CNP1(NC)=NC(C(F)(F)F)=NC(C(F)(F)F)=N1	-5%	-3%	-2%	-8%	19%	13%	-4%	26%	-5
O=[N+]([O-])c1ccc(N2CCOCC2)c2ccncc12	-6%	-9%	11%	i	21%	-8%[57.1 µM]	1%	7%[57.1 µM]	1
O=C(C1CCC(=O)N1C1CCCCC1)N1CCC2(CC1)OCCO2 (stereo not drawn)	3%	-4%	0%	?	33%	1%[57.1 µM]	-2%	7%[57.1 µM]	13
Cc1oc(-c2ccccc2)nc1CN1C(=O)CN=C(c2ccccc2)c2ccccc21	-1%	-33%	6%	-7%	-1%	-3%	7%	7%	0
O=C(Nc1nc2ccccc2s1)c1cccn(Cc2ccccc2)c1=O	6%	-8%	-7%	8%	8%	0%[57.1 µM]	67%[activator]	26%[57.1 µM]	-2
FC(F)(F)c1ccccc1NC1=NCCCS1	0%	-15%	2%	-8%	-9%	4%	-1%	18%	4
O=C1OC(c2ccc(Br)cc2)=N/C1=C\N1CC2CC(C1)c1cccc(=O)n1C2 (stereo not drawn)	0%	-10%	-8%	i	1%	-12%	18%	9%	-3
COC(=O)[C@@H]1C(OC(=O)c2ccccc2)CC2CCC1N2C (stereo partly drawn)	0%	9%	11%	-1%	13%	-9%	-7%	?	-5
O=c1[nH]c(=O)n(-c2cccc(F)c2)c(O)c1/C=C1\C=Nc2ccccc21	-15%	?	-2%	-11%	33%	-6%	38%[activator]	-16%	-4
COc1ccccc1C(=O)Nc1ccc2nc(SCC(=O)N3CCCc4ccccc43)sc2c1	2%	-12%	4%	0%	66%[activator]	3%	22%	31%	-1
CCCC(=O)c1cc(CP(=O)(OCC)OCC)oc1C	-2%	-7%	3%	5%	32%	-5%	-25%	?	-2
COC(=O)C1=C(c2ccc(Cl)c(C(F)(F)F)c2)C[C@@H]2CC[C@H]1N2C(=O)N1CCOCC1	-1%	-13%	17%	i	34%	6%[57.1 µM]	-9%	15%[57.1 µM]	-2
CCC(=O)c1c(O)n(C2CCCCCC2)c(=O)[nH]c1=O	0%	-1%	-1%	-1%	27%	14%[57.1 µM]	36%[activator]	3%[57.1 µM]	-5
CC1CC(OC(=O)c2ccccc2)CC(C)N1C (stereo not drawn)	3%	-19%	1%	1%	29%	8%	0%	17%	1
Cc1ccc(NC(=O)CN2C(=O)CN=C(c3ccccc3)c3ccccc32)c(C)c1	5%	17%	17%	5%	26%	-9%	-4%	-18%	4
O=c1ccc2c(O)c3ccoc3cc2o1	-9%	-30%	18%	-2%	58%[activator]	-5%	-14%	-2%	-2
CC1(C)CC[C@]2(C)CC[C@]3(C)C4C[C@@H]5OO[C@@]6(O5)C(CCCC6(C)C)[C@]4(C)CC[C@@]3(C)C2C1 (stereo partly drawn)	-9%	-18%	5%	-2%	9%	-5%	-9%	-4%	4
CN(C)C(=O)Oc1ccc(OCc2cccc[n+]2C)cc1	35%[activator]	-17%	6%	-2%	45%[activator]	-22%[57.1 µM]	?	8%[57.1 µM]	-2
CCCCCCOc1ccc(CN2CCN(CC)CC2)cc1	0%	-12%	-1%	.	0%	9%	4%	13%	8
Cc1cc(C)c(C)c(C(O)(C(=O)O)c2ccccc2)c1 (stereo not drawn)	4%	-2%	2%	3%	.	.	.	.	-2
CC(=O)O[C@H]1CCC2C3CCC4=CC(=O)CCC4=C3C=C[C@@]21C (stereo partly drawn)	-20%	-17%	7%	-2%	?	9%[57.1 µM]	?	-65%	-14
CCOc1ccc(N2C(=O)/C(=C/c3ccc(C)o3)C(=O)NC2=S)cc1	?	?	-6%	?	?	-3%	?	25µM*	-18
CCN1CCN(c2cn[nH]c(=O)c2Cl)CC1	14%	-13%	8%	10%	0%	1%	-14%	-2%[57.1 µM]	-10
CCC(C)C12CN3CCN(CC(C)(C3)C1=O)C2 (stereo not drawn)	-11%	5%	3%	-3%	16%	12%[57.1 µM]	4%	14%[57.1 µM]	0
COc1ccccc1N1CCN(Cc2ccc3c(c2)OCO3)CC1	3%	-16%	-1%	-2%	?	9%[57.1 µM]	-2%	10%[57.1 µM]	3
Cc1noc(NS(=O)(=O)c2ccc(NC(=O)CCCOc3ccc(Cl)cc3Cl)cc2)c1C	29%	-8%	14%	-6%	-25%	-10%	?	-1%	-5
O=c1c2ccccc2nc(/C=C/c2ccccc2F)n1-c1ccccc1O	2%	-16%	26%	-16%	-3%	5%	44%[activator]	22%	-5
Cc1cccc(NC(=O)c2cnc3sccn3c2=O)n1	-4%	-25%	1%	-9%	25%	-3%	?	1%	-5
CCCC12CN3CN(C1)CC(CCC)(C3)C2O (stereo not drawn)	-16%	-18%	0%	-5%	72%[activator]	-3%	-14%	-42%	3
O=C(Cc1ccccc1)N1CCN(Cc2ccc(Cl)cc2)CC1	-16%	-14%	-5%	-6%	?	6%	2%	19%	6
O=C(O)c1nn(Cc2ccc(Cl)cc2Cl)c2ccccc12	5%&8%	16%	-27%	1%	31%	12%[57.1 µM]	8%	21%[57.1 µM]	4&-1&-5
CC[C@H]1CN(C)CCc2c([nH]c3ccccc23)C(=O)C[C@@H]1/C(=C\OC)C(=O)OC	-5%	-23%	3%	-5%	12%	14%	?	21%	-3
O=C(Nc1cc(C(F)(F)F)cc(C(F)(F)F)c1)c1cccn(Cc2ccccc2Cl)c1=O	-5%	-14%	-5%	2%	47%[activator][57 µM]	-1%[57.1 µM]	6%	32%[activator][57.1 µM]	-1
O=c1[nH]c(=O)n(-c2ccc(F)cc2)c(O)c1C=Nc1ccccc1N1CCCC1	-2%	?	3%	i	32%	-6%[57.1 µM]	?	20%[57.1 µM]	-2
Oc1ccccc1-[n+]1c(-c2ccccc2)cc(-c2ccccc2)cc1-c1ccccc1	-5%	?	2%	-6%	19%	-1%[57.1 µM]	17%	11%[57.1 µM]	-3
C[n+]1ccc(-c2ccncc2)cc1	1%	-13%	5%	3%	24%	7%[57.1 µM]	-3%	3%[57.1 µM]	5
N#CC(C#N)=Cc1ccc(N2CCCC2)cc1	2%	-26%	-3%	2%	7%	-11%	?	10%[57.1 µM]	3
O=C1NC(=O)C2(Cc3ccccc3N3CCOCC32)C(=O)N1c1ccccc1 (stereo not drawn)	42%	9%	2%	i	13%	7%	-11%	15%	4
CCCCn1c(O)c(C(CC)=NCc2cccnc2)c(=O)[nH]c1=O	-1%	-13%	3%	-6%	25%	4%	?	7%	0
O=P(Nc1ccccc1)(Oc1ccccc1)Oc1ccccc1	-10%	-21%	7%	i	51%[activator]	-2%	3%	15%	-4
COC(=O)C1=C(c2ccc(OCc3ccccc3)cc2)C[C@@H]2CC[C@H]1N2C(=O)NCc1cccc(F)c1	-2%	-17%	-4%	5%	.	.	.	.	-5

Only part of the results is shown; the hit share may differ from the screen's.
